Source: PubChem
D3 ag = activates the human D3 dopamine receptor; max activation, %; D3R DiscoveRx beta-arrestin cells, luminescence, 90 min; AID 652048; actives 0.58% (n = 410,000); P35462; in the data active = max activation above about 30%; also: 0% is about no effect; mostly tested at two doses, the higher about 12 µM
Target sequence (P35462 whole entry, looked up): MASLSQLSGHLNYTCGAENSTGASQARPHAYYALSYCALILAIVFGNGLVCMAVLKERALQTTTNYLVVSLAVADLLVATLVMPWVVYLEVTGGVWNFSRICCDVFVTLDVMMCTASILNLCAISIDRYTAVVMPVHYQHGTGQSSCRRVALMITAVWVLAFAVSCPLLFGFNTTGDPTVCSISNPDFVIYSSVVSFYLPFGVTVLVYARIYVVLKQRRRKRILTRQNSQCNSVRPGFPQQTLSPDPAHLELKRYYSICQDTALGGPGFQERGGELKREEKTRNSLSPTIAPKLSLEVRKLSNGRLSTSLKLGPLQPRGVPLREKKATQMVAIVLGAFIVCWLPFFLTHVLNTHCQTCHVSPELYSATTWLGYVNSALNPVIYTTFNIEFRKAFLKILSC
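Cells at 1500/well, incubated overnight, then treated with pinned compounds (dopamine as control) for 90 min at 37 degrees C. DiscoveRx reagent added for 30 - 60 minutes at room temperature; luminescence read.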
IL1B secr inh = inhibitors of inflammasome signaling (IL-1 beta secretion); THP-1 LPS/ATP IL-1B secretion, AlphaLISA, 16 h; stronger effect = lower value; activity change, % at 57.5 µM; actives 4.7% (n = 360,000); AID 743279; in the data active = activity change below about -50%; inconclusive = mostly about -30% to -49%; also: % is scaled to controls: 0 for no effect and ±100 for the full control effect
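THP-1 cells pretreated 1 hr with compounds (up to 57.5 uM final), then stimulated with LPS (250 ng/mL final) plus ATP (1.25 mM final); secreted IL-1B measured by AlphaLISA after 16 hr, decreased signal indicating inhibition.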
KB-3-1 cytotox = KB-3-1 parental cell cytotoxicity; KB-3-1 viability, CellTiter-Glo ATP luminescence, 72 h; Potency, µM (top dose mostly 46.1 µM), for the others: at the top dose activity change, negative = cytotoxic, most hits filed as cytotoxic; actives 1.4% (n = 400,000); also: potency is read from the fitted curve at half-maximal effect; % is scaled to controls: 0 for no effect and ±100 for the full control effect; nearly all actives have a fitted effect of over 60% in size
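Luminescent ATP read-out (CellTiter-Glo) measures survival of drug-naive KB-3-1 cells after 72 h compound exposure at 37 °C. Titration series was screened from lowest to highest concentration, with DMSO vehicle plates as background controls.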
SW480 rerep = DNA re-replication induction in SW480 cells | SW480 DNA re-replication, Hoechst DNA content imaging, 48 h | Potency, µM (highest dose often 46.1 µM), inactives show at the top dose re-replication activation, most hits filed as activators | actives 1.8% (n = 340,000); also: potency is read from the fitted curve at half-maximal effect; % of control where 0% means no effect; nearly all actives have a fitted effect of over 55% in size
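Image-based read-out: total Hoechst fluorescence of nuclei (405 nm excitation, 500-530 nm emission), with hits raising the fraction of high-intensity nuclei. SW480 colon cells incubated 48 hr with compounds at 37 C.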
KB-V1 cytotox = KB-V1 MDR subline cytotoxicity. Potency, µM (top dose mostly 46.1 µM), inactives show top-dose activity change, negative = cytotoxicity, actives largely listed as cytotoxic. actives 3.4% (n = 400,000). AID 1347076. KB-V1 MDR cells viability, CellTiter-Glo, 72 h; also: potency is read from the fitted curve at half-maximal effect; % is scaled to controls: 0 for no effect and ±100 for the full control effect; nearly all actives have a fitted effect of over 60% in size
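Readout: CellTiter-Glo luminescence, 10 min after addition. Cells: KB-V1 MDR subline, 72 h at 37 degrees C with compound. Analysis: corrected, normalized data fitted to concentration-effect curves.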
HT1080NT lethal = kills 2HG-producing HT-1080-NT fibrosarcoma cells; actives 1.6% (n = 360,000); Potency, µM (doses to about 46.1 µM), without a hit: top-dose activity, negative = less viability, hits mostly cytotoxic; AID 686970; HT-1080-NT fibrosarcoma viability, CellTiter-Glo ATP luminescence, 48 h;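 also: NT is the 2HG producing partner of a matched IDH1 knockdown line; potency is read from the fitted curve at half-maximal effect; 0% = DMSO-treated cells and -100% = media-only wells without cells; nearly all actives have a fitted effect of over 55% in size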
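A 48-hour cytotoxicity screen used HT-1080-NT cells plated 2 hours before compound delivery. ATP-based CellTiter-Glo luminescence measured viability, normalized to DMSO and no-cell controls.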
MCF10A rerep = inducers of DNA re-replication in MCF 10A breast cells; MCF 10A DNA re-replication, Hoechst nuclear intensity, 48 h; Potency, µM (highest dose often 46.1 µM), without a hit: at the highest dose activity, positive = re-replication, actives largely listed as activators; actives 2.9% (n = 350,000); also: potency is read from the fitted curve at half-maximal effect; % of control where 0% means no effect; nearly all actives have a fitted effect of over 50% in size
GLP1R cytotox = cytotoxicity counter-screen for GLP-1 receptor inverse agonists; actives 0.13% (n = 410,000); Potency, µM (titrated, usually from 38.3 µM), inactives show at the top dose activity change, negative = inhibition, hits mostly inhibitors; HEK293 cAMP-luciferase reporter cells, luminescence, 24 h; AID 624418;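 also: loss of luciferase light is scored as toxicity; potency is read from the fitted curve at half-maximal effect; % is scaled to controls: 0 for no effect and ±100 for the full control effect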
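A 23 nL compound transfer followed 12 hours of cell culture at 37 deg C; exposure then lasted 24 hr. Luciferase assay detection reagent was dispensed and plates read for luminescence after a 12 min room-temperature wait.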
HT1080 IDH1KD tx = toxicity to HT-1080 IDH1 knockdown cells (counter line). actives 2% (n = 360,000). Potency, µM (titrated, usually from 46.1 µM), inactives show at the highest dose activity, negative = toxicity, actives largely listed as cytotoxic. HT-1080 IDH1 knockdown viability, ATP luminescence, 48 h. AID 686971;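 also: potency is read from the fitted curve at half-maximal effect; 0% = DMSO wells and -100% = cell-free medium wells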
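HT-1080-IDH1KD cells (IDH1 knocked down), 750/well in RPMI with 5% FBS, treated with compound 48 h at 37 degrees C. Viability by CellTiter-Glo luminescence, normalised to DMSO and no-cell wells; concentration-response curves classed.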
Active calls of the source: *; u = inconclusive; x = not tested or not shown; & = joins results of further samples; [ ] = another dose, or the depositor's remark. Unless noted, calls follow the shape of the dose curve; as a rule, active = well fitted curve in the direction sought with a large enough effect; inconclusive = small, poorly fitted or top-dose-only effect, or another doubt; inactive = no such curve, though single readings can be large; an effect the other way counts as inactive or inconclusive.

SMILES | D3 ag | IL1B secr inh | KB-3-1 cytotox | SW480 rerep | KB-V1 cytotox | HT1080NT lethal | MCF10A rerep | GLP1R cytotox | HT1080 IDH1KD tx
COCCNC(=O)C(c1ccc(F)cc1)N(C(=O)CCC(=O)Nc1ccccn1)c1cccc(C)c1 (stereo not drawn) | 8 | -5 | 9% | -26% | -10% | 0% | -2% | -13% | 5%
CCN1CCN(CCCNC(=O)Cn2cc3c(n2)CCCC3)CC1 | 3 | 21 | 5% | -1% | -16% | 18% | 0% | 3% | 14%
CC(c1nnc(Sc2nnnn2-c2ccccc2)n1-c1ccc(F)cc1)N(C)C (stereo not drawn) | 1 | -2 | -1% | 20% | -10% | -13% | 1% | -19% | -4%
Cc1ccccc1NC(=O)c1cnc2ccccn2c1=O | -1 | 32 | -23% | -1% | 4% | -2% | 0% | -4% | 20%
COc1cc(-n2c(C)nc3cc(C(=O)N4CCOCC4)ccc32)cc(OC)c1OC | 0 | -6 | 4% | 1% | 2% | 5% | 1% | -3% | 12%
O=C(CSc1nncn1-c1ccccc1)N1CCCC1 | 14 | 10 | -4% | 4% | u | -1% | 1% | 7% | 11%
Cc1ccc(S(=O)(=O)c2ccccc2)cc1S(=O)(=O)N1CCOCC1 | 1 | -10 | 14% | -10% | -16% | -6% | -127%[0.0737 µM] | 8% | -9%
CCc1ncc(CN2CCCC(C(=O)Nc3ccc(-c4cscn4)cc3)C2)cn1 (stereo not drawn) | 6 | 5 | u | 16% | 19% | 13% | 0% | -10% | 7%
CC(=O)N(c1ccccc1)C1CCCC1 | -1 | 10 | 0% | -13% | -4% | 1% | 1% | -7%[1.53 µM] | 0%
COCCCNC(=S)N/N=C/c1ccc(OC)cc1 | -6 | x | -6% | 10% | u | 11% | -14% | u | 4%
Cn1c(=O)n(C)c2cc([N+](=O)[O-])c(N3CCN(C(=O)c4ccc(Cl)cc4)CC3)cc21 | -20 | -80* | u | u | 10% | 0% | -32%[inhibitor] | -9% | u
O=C1CSC(c2cn(-c3ccccc3)nc2-c2ccc3c(c2)OCCO3)N1CCN1CCOCC1 (stereo not drawn) | -13 | 0 | -29% | 7% | -7% | -10% | -6% | 4% | -9%
COc1cc(NS(=O)(=O)c2ccc(NC(=O)c3cccnc3)cc2)ncn1 | 0 | 36 | 7% | -4% | u | 11% | 0% | -7% | 16%
CC(O)CNc1nc2sc3c(c2c(=O)n1Cc1ccco1)CCCCC3 (stereo not drawn) | 5 | -21 | 5% | -9% | 10% | -30% | 17% | -19% | -20%
COc1ccc(CNC(=O)CCn2c(=O)[nH]c3ccccc3c2=O)cc1 | -5 | -7 | 0% | -1% | 6% | 3% | 6% | 8%[7.66 µM] | 21%
O=C(C[n+]1ccccc1)N/N=C/c1cccc(Cl)c1Cl | 0 | 11 | 0% | 2% | -8% | 0% | 2% | -30% | 0%
O=C(Cc1ccc([N+](=O)[O-])cc1)N1CCCc2ccccc21 | 9 | 26 | -3% | -3% | -28% | -16% | -2% | 9% | 6%
CCOC(=O)c1cc2c(ccn2-c2ccc(F)cc2)n1CC(=O)N(CC)CC | 0 | u | 0% | -62%[inhibitor] | -20% | -8% | u | -17% | -16%
CCN(CC(=O)NCCc1ccc(S(N)(=O)=O)cc1)Cc1nc2cc(OC)c(OC)cc2c(=O)[nH]1 | 2 | 20 | 19% | -3% | 19% | -1% | -8% | 20% | -1%
COc1cc(SC)ccc1C(=O)OCc1nc2ccsc2c(=O)[nH]1 | 4 | -4 | 8% | -8% | u | 0% | 0% | 8% | -1%
C[C@H](CO)N1C[C@H](C)[C@@H](CN(C)S(=O)(=O)c2cccs2)Oc2ccc(NC(=O)c3ccncc3)cc2C1=O | -5 | 2 | 10% | 1% | 0% | 14% | -2% | 13% | 10%
CC(C)[C@H](NC(=O)c1ccccc1)C(=O)NC1=NCCS1 | 0 | 9 | x | -3% | x | 0% | -10% | -5% | -8%
CCN1CCN(CCCNC(=O)c2ccc3nc(Cc4ccc(OC)cc4)oc3c2)CC1 | -5 | x | 9% | x | 16% | x | x | 0% | x
Cc1cccc(OCC(=O)NCCN2CCOCC2)c1 | 4 | 0 | 2% | -4% | -15% | 19% | -5% | 6% | -10%
CC(=O)NC(c1ccccc1)c1nc(-c2cc(F)cc(F)c2)cs1 (stereo not drawn) | -7 | u | 0% | x | -2% | -6% | x | -4% | -16%

Part of the list above, as comma-separated lines:
Molecule,D3 ag,IL1B secr inh,KB-3-1 cytotox,SW480 rerep,KB-V1 cytotox,HT1080NT lethal,MCF10A rerep,GLP1R cytotox,HT1080 IDH1KD tx
COCCNC(=O)C(c1ccc(F)cc1)N(C(=O)CCC(=O)Nc1ccccn1)c1cccc(C)c1 (stereo not drawn),8,-5,9%,-26%,-10%,0%,-2%,-13%,5%
CCN1CCN(CCCNC(=O)Cn2cc3c(n2)CCCC3)CC1,3,21,5%,-1%,-16%,18%,0%,3%,14%
CC(c1nnc(Sc2nnnn2-c2ccccc2)n1-c1ccc(F)cc1)N(C)C (stereo not drawn),1,-2,-1%,20%,-10%,-13%,1%,-19%,-4%
Cc1ccccc1NC(=O)c1cnc2ccccn2c1=O,-1,32,-23%,-1%,4%,-2%,0%,-4%,20%
COc1cc(-n2c(C)nc3cc(C(=O)N4CCOCC4)ccc32)cc(OC)c1OC,0,-6,4%,1%,2%,5%,1%,-3%,12%
O=C(CSc1nncn1-c1ccccc1)N1CCCC1,14,10,-4%,4%,u,-1%,1%,7%,11%
Cc1ccc(S(=O)(=O)c2ccccc2)cc1S(=O)(=O)N1CCOCC1,1,-10,14%,-10%,-16%,-6%,-127%[0.0737 µM],8%,-9%
CCc1ncc(CN2CCCC(C(=O)Nc3ccc(-c4cscn4)cc3)C2)cn1 (stereo not drawn),6,5,u,16%,19%,13%,0%,-10%,7%

Carrying on:
SMILES | D3 ag | IL1B secr inh | KB-3-1 cytotox | SW480 rerep | KB-V1 cytotox | HT1080NT lethal | MCF10A rerep | GLP1R cytotox | HT1080 IDH1KD tx
COc1ccc(OC)c2sc(N3CCc4ccccc4C3)nc12 | 4 | 0 | 2% | -1% | u | -3% | 7% | -5% | -23%
Cc1ccc(C(=O)NC(=S)NNC(=O)COc2ccc([N+](=O)[O-])cc2)cc1 | 14 | 44 | u | -6% | -13% | -17% | 1% | 1% | -17%
Cc1cc(C)nc(N2CCC(C(=O)NCc3cccc(C(F)(F)F)c3)CC2)n1 | 10 | 10 | 11% | 0% | -5% | 13% | 11% | 2% | 23%
COc1cccc(NCc2cc3c(C(C)(C)C)nn(-c4ccccc4)c3[nH]c2=O)c1 | -25 | -2 | -3% | 1% | u | u | u | -29% | -30%
CN[C@H]1CCc2cc(OC)c(OC)c(OC)c2-c2ccc(OC)c(=O)cc21 | -19&-18 | 33 | 0.029µM* | u | 1.2µM* | 0% | u | -8% | 12%
CCc1nnc(NC(=O)CSC(=S)N2CCOCC2)s1 | -1 | 0 | 5% | -4% | 24% | -1% | 1% | -6% | 18%
CC1(C)CC(NC(=O)c2ccc(-c3ccc([N+](=O)[O-])cc3)o2)CC(C)(C)N1 | 5 | u | -10% | u | 0% | -13% | 13% | u | -13%
Cc1ccccc1OCC(=O)NC1CCCCCCC1 | 3 | -3 | -5% | 2% | -3% | u | 9% | -5% | -16%
COc1cc(NC(=O)CSc2ccc(-c3ccco3)nn2)cc(OC)c1 | -4 | 26 | 0% | u | -15% | 5% | -24% | -7% | -3%
Cn1c(C(C#N)C(=O)c2ccco2)nc2ccccc21 (stereo not drawn) | -6 | 12 | -12% | 5% | 0% | -11% | 0% | -2% | -40%
CCOc1cc(C=O)ccc1OCC(N)=O | 0 | 7 | 1% | -1% | u | 4% | 0% | 2% | -1%
CN(Cc1cccs1)C(=O)c1cccc(S(=O)(=O)N2CCCCCC2)c1 | 0 | -21 | 0% | -1% | 18µM* | 1% | 12% | -23% | 7%
CCc1nnc(NC(=O)c2cccc(S(=O)(=O)N(C)c3ccccc3)c2)s1 | 4 | -3 | 0% | 5% | 4% | -1% | 6% | 9% | -1%
Cc1noc(C)c1NC(=O)N(C)C[C@@H]1Oc2c(NC(=O)c3ccncc3)cccc2C(=O)N([C@H](C)CO)C[C@@H]1C | 4 | 5 | 3% | 5% | u | 18% | -12% | -12% | 13%
COc1ccc(NC(=O)C2CC(c3ccccc3Cl)=NO2)cc1 (stereo not drawn) | 0 | -6 | 0% | -38% | -33% | -5% | -1% | -3% | -15%
CNC(=O)c1c(NC(=O)C2=COCCO2)sc2c1CCC(C)C2 (stereo not drawn) | -8 | 0 | u | -7% | -6% | 0% | -7% | 17% | -13%
O=C(CSc1ccccc1)Nc1ccc2c(c1)OCO2 | 3 | -13 | 9% | -20% | 0% | -9% | -1% | 1% | -5%
CCN1C(=O)C(NC(C)=O)c2cc(OC)ccc21 (stereo not drawn) | 5 | 8 | 0% | 2% | 19% | 16% | -10% | 7% | 13%
CCOC(=O)c1c(CN2CCN(C)CC2)oc2ccc(OC)cc12 | -14 | u | 17% | -3% | 1% | 7% | 7% | 7% | 1%
CCOc1ccc(CNC(=O)CSc2nnc(C)c3c(C)n(-c4ccc(Cl)cc4)nc23)cc1 | -17 | x | 0% | x | 7% | x | x | 2% | x
NS(=O)(=O)c1cccc(NS(=O)(=O)c2cccc(C(F)(F)F)c2)c1 | -7 | 2 | 10% | -39% | 3% | -1% | 2% | 0% | 0%
O=C(CSC(=S)N1CCOCC1)Nc1nccs1 | 0 | 15 | 1% | -23% | -1% | 8% | -3% | 18% | 8%
